Assay outcomes (PubChem)
SR-BI DiI-HDL act: activators of SR-BI mediated DiI-HDL uptake, primary screen, ldlA[mSR-BI] CHO cells, DiI fluorescence; actives 0.096% (n = 320,000); 3 h; 100 = double the neutral-control signal; activation, % at 12.5 µM;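 active = mean replicate activation of at least 60% and every replicate at or above 60%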;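 note: 0% = median plate neutral-control signal and 100% = twice that signal; values of inactives mirror those of a sister screen read the other way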
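System: LDL receptor-deficient CHO ldlA cells overexpressing murine SR-BI | Timing: 3 h uptake period with compound, 37 °C | Medium: HEPES-buffered (25 mM, pH 7.4) F12 plus 0.5% BSA | Dosing: Single-point compound dose | Signal: Bottom-read fluorescence, 550/595 nm | Read-out: Retained DiI signal reflecting DiI-HDL uptake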
HTR5A ag: HTR5A agonists in luminescence cell assay, primary screen, counter-screen for OPRM1-OPRD1 heterodimer agonist project, full-deck HTS | actives 0.61% (n = 340,000) | 5-hydroxytryptamine receptor 5A (Homo sapiens), P47898 | activation, % at 9.3 µM | AID 504692, 2011 | cell-based; in the data active = activation mostly above about 9.5%, no sharp cut-off; inactive = mostly below about 7.6%;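 note: 0% = cells with vehicle only and 100% = reference agonist; strong numbers were not always called active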
Target sequence (P47898 whole entry, looked up): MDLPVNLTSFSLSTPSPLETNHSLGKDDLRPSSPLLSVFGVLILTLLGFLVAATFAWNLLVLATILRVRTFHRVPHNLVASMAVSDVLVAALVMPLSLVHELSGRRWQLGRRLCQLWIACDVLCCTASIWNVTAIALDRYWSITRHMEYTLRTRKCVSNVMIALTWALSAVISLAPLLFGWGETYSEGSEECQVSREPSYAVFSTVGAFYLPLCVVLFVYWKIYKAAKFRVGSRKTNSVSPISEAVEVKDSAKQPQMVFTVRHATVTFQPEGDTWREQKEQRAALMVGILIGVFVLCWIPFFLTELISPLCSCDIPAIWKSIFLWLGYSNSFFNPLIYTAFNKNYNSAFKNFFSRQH
Rtt109 HAT inh: inhibitors of C. albicans Rtt109/Vps75 HAT, primary screen, biochemical, ThioGlo CoA-SH fluorescence, plate reader; Histone acetyltransferase RTT109 (Candida albicans (strain SC5314 / ATCC MYA-2876)), …; purified Rtt109/Vps75, 4 h; inhibition, % at 34.9 µM; actives 0.16% (n = 330,000); AID 540336, 2011;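 active = inhibition of at least 50% in every replicate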
Target sequence (Q5AAJ8 whole entry, looked up): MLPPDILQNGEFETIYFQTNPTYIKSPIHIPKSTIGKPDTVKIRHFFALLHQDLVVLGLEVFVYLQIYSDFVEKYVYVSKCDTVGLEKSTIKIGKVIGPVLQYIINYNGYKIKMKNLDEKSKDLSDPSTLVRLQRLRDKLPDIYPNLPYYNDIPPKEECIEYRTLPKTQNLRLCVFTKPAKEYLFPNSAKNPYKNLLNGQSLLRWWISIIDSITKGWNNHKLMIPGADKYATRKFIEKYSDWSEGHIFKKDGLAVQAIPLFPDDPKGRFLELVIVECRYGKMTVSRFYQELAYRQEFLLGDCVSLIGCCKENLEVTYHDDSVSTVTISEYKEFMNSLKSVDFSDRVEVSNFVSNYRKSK
PvdQ inh: P. aeruginosa PvdQ acylase inhibitors, primary screen, biochemical, fluorescence, plate reader and imaging, single point. PvdQ acylase [Pseudomonas aeruginosa LESB58]. purified PvdQ acylase. inhibition, % at 10 µM. actives 0.063% (n = 340,000); in the data active = inhibition above about 30%, passing the limit was not always enough;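 note: 0% = vehicle neutral wells and 100% = reference inhibitor wells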
CDK5 p35 inh: inhibitors of human CDK5/p35 kinase, primary screen, biochemical, single concentration | Cyclin-dependent kinase 5 (Homo sapiens) + Cyclin-dependent kinase 5 activator 1 (Homo … | Recombinant CDK5/p35, ADP-Glo luminescence, 60 min | inhibition, % at 10 µM | actives 0.01% (n = 330,000);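 active = highest replicate inhibition of at least 50% and at least 75% of replicates reaching 50%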;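 note: plate controls were DMSO neutral control for no effect and GW8510 at 10 µM for full effect; many of its hits are not listed in these tables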
MITF act: activators of MITF-driven TRPM1 promoter reporter, primary screen, cell-based, SK-MEL-5, luciferase, single point. SK-MEL-5 TRPM1-promoter luciferase, 24 h; % of positive control, neutral wells = 0. activation, % at 12.5 µM. actives 0.75% (n = 300,000);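 active = mean activation of at least 80% with every replicate also reaching 80%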;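 note: 0% = neutral control wells and 100% = parthenolide positive control wells; values of inactives mirror those of a sister screen read the other way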
Wnt act: Wnt/beta-catenin pathway activators, primary screen, cell-based, plate reader, single point; activation, % at 9.35 µM; actives 1.2% (n = 300,000); Wnt/beta-catenin reporter cell assay, activator; in the data active = activation above about 30%, passing the limit was not always enough;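 note: 0% = neutral control wells and 100% = positive control wells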
RTF Ca sens act: cardiac RTF calcium sensitivity activators, primary screen, biochemical, IANBD-TnC fluorescence, EC20 calcium | Troponin I, cardiac muscle (Homo sapiens) + Troponin T, cardiac muscle (Homo sapiens) + … | IANBD-labeled TnC RTF fluorescence at EC20 calcium; 0% EC20 calcium, 100% full calcium | activation, % at 7.2 µM | actives 0.24% (n = 340,000);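 active = activation above the mean over all tested compounds plus 3 SD, cut at about 30% in these data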;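 note: rise in fluorescence read as greater calcium sensitivity of cardiac thin filaments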
dFosB act: activators of delta FosB homodimer, primary screen, biochemical, fluorescence polarization, TAMRA-CDK5 oligo, single point; Protein FosB (Mus musculus), P13346; purified delta FosB; percent of positive-control signal above neutral wells; activation, % at 25 µM; actives 0.99% (n = 340,000); AID 493131, 2011;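 active = mean activation above about 17%, with every replicate also reaching it, limit read from the data, passing the limit was not always enough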;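 note: fluorescence polarization rise as delta FosB binds a TAMRA Cdk5 AP-1 oligo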
Target sequence (P13346 whole entry, looked up): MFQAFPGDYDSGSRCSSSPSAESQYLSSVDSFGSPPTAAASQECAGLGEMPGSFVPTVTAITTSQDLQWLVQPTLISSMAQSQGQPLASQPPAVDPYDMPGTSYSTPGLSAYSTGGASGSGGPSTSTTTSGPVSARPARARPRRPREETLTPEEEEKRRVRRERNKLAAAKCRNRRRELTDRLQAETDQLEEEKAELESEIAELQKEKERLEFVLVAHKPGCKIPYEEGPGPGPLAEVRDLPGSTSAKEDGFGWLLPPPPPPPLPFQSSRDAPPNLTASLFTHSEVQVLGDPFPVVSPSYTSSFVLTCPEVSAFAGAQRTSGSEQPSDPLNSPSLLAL
SR-BI HDL uptake: inhibitors of SR-BI mediated HDL lipid uptake, primary screen, ldlA[mSR-BI] cells, fluorescence, single point; AID 488896, 2010; ldlA[mSR-BI] CHO cells, DiI-HDL uptake fluorescence, 3 h; inhibition, % at 12.5 µM; actives 0.96% (n = 320,000);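 active = mean replicate inhibition of at least 70% and a set share of replicates each scoring 70 or more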;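 note: 0% = median of neutral control wells and 100% = median of positive control wells; values of inactives mirror those of a sister screen read the other way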
* marks the source's active call; other numbers are inactive results; x = no result given.

SMILES	SR-BI DiI-HDL act	HTR5A ag	Rtt109 HAT inh	PvdQ inh	CDK5 p35 inh	MITF act	Wnt act	RTF Ca sens act	dFosB act	SR-BI HDL uptake
O=C(NCc1ccco1)c1cc(Cl)nc(Cl)c1	x	-1	-1	16	-1.5	7	-2	-8	3	x
O=C(c1ccccc1N(Cc1ccccc1)S(=O)(=O)c1ccccc1)N1CCOCC1	x	1	-5	-10	-0.4	-3	-4	-4	-5	x
C/C(=N/NC(=O)c1ccc2c(c1)OCO2)c1ccc(Br)s1	0	3	-6	-11	-0.1	60	-4	-1	8	0
CCOc1ccccc1NS(=O)(=O)c1ccc2c(c1)n(C)c(=O)c(=O)n2C	2	-2	-4	-12	1.2	-2	x	1	-4	-2
CCOC(=O)/C=C1\SCC(=O)N1CC(=O)Nc1ccc(OC)c(OC)c1	1	2	21	6	2.3	x	x	2	-4	-1
Cc1cc(=O)n2c(n1)OC(CO)C2 (stereo unspecified)	19	-2	6	-5	0.8	-2	-3	3	3	-19
O=C(CSCc1ccccc1Cl)NN=C1CCCCCC1	21	2	-5	-8	-0.7	13	-4	7	-4	-21
CC1=CC(c2ccccc2)=NS(=O)(=O)N1	20	1	2	5	-2.1	5	-2	1	11	-20
O=C1CC(N2CCC(c3nc4ccccc4[nH]3)CC2)C(=O)N1c1cccc(F)c1 (stereo unspecified)	12	3	0	2	-0.4	3	-2	4	0	-12
Cn1c(CCNC(=O)c2ccc(Cl)c(Cl)c2)nnc1SCc1ccc(Cl)c(Cl)c1	-37	-2	8	-15	-0.4	-5	x	-5	-3	37
Cc1ccc(NS(=O)(=O)c2cccc([N+](=O)[O-])c2)nc1	11	-2	-3	16	1.0	0	x	-5	-2	-11
COc1ccc(NC(=O)COc2ncnc3ccccc23)cc1S(=O)(=O)N1CCOCC1	0	-4	-2	1	0.4	-1	1	-4	0	0

Reprinted from the part before: 2 compounds, followed by the next part.
SMILES	SR-BI DiI-HDL act	HTR5A ag	Rtt109 HAT inh	PvdQ inh	CDK5 p35 inh	MITF act	Wnt act	RTF Ca sens act	dFosB act	SR-BI HDL uptake
Cc1ccc(NS(=O)(=O)c2cccc([N+](=O)[O-])c2)nc1	11	-2	-3	16	1.0	0	x	-5	-2	-11
COc1ccc(NC(=O)COc2ncnc3ccccc23)cc1S(=O)(=O)N1CCOCC1	0	-4	-2	1	0.4	-1	1	-4	0	0
Cn1cccc1C(=O)OCC(=O)N1CCN(c2ccccc2)CC1	-14	0	-3	-16	0.5	6	4	-1	-9	14
CC(=O)Nc1ncnc2c1c(-c1ccc(Cl)cc1)nn2C(C)(C)C	-24	-6	-2	-4	0.9	-2	-2	0	2	24
Cc1cccc(N2CCN(Cc3nc(-c4cccc(Oc5ccccc5)c4)oc3C)CC2)n1	-12	6	4	2	-0.2	0	-1	-6	-3	12
CCc1ccccc1NC(=O)CSc1nnc([C@@H]2CCCN2C(=O)OC(C)(C)C)o1	-16	4	-3	-28	-0.6	-1	x	3	-5	16
CCOC(=O)Cc1csc(NC(=O)COc2ccccc2OC)n1	9	5	26	5	0.1	-5	x	0	2	-9
Nc1nc(-c2cccnc2)nn1C(=O)Cc1ccccc1	22	2	5	-13	-2.0	-11	x	-1	-7	-22
CCN1C(=O)[C@@H]2[C@H](C1=O)[C@@H]1C(=O)Nc3ccccc3C(=O)N1[C@@H]2c1ccccc1	9	5	-3	0	-1.1	-3	-1	-9	-6	-9
COc1ccc(NC(=O)CSc2nnc(-c3ccccn3)n2N)c(OC)c1	0	-3	50	5	-1.6	x	x	-2	-4	0
COc1ccc(NC(=O)COC(=O)CC23CC4CC(CC(C4)C2)C3)c([N+](=O)[O-])c1	2	1	-4	-11	0.2	5	x	1	-6	-2
CNS(=O)(=O)c1ccc(OC)c(-c2nnc3c4ccccc4c(C)nn23)c1	-2	4	-9	-14	-0.5	4	x	1	-6	2
Cc1ccc(-c2nnn(CC(=O)NCC3CC3)n2)o1	23	-1	-2	-7	x	17	2	-6	2	-23
Cc1ccc(S(=O)(=O)c2nnn3c2nc(N2CCN(c4ccccn4)CC2)c2ccccc23)cc1	-3	3	-8	-3	-0.3	0	0	-1	2	3
Cc1ccccc1-n1c(SCC(=O)N2CCC(C(=O)O)CC2)nnc1-c1ccncc1	12	2	-7	-10	-1.2	-10	-2	4	2	-12
Cc1cc2c(cc3c(=O)n(CC(=O)NCCCN4CC(C)CC(C)C4)ncn32)s1 (stereo unspecified)	-10	8	1	-8	-0.3	12	2	4	-7	10
CCc1ccccc1NC(=O)c1cc2sccc2n1C	-59	5	-4	7	-0.8	8	1	2	-3	59
Cn1c(SCc2ccccc2C#N)nc2ccccc2c1=O	x	8	-19	-17	0.3	-6	-2	-4	-8	x
COc1ccccc1CNC(=O)N/C=C/c1ccc(Cl)cc1	-42	-1	1	-2	0.6	0	-2	-3	-8	42
Cc1ccc(S(=O)(=O)N2CCC[C@H]2C(=O)OCC(=O)Nc2ccc3c(c2)OCO3)cc1	9	-5	0	0	0.3	2	-2	-1	-10	-9
COc1cccc(NC(=O)CN(C)CC(=O)NC(C)c2ccccc2)c1 (stereo unspecified)	x	-2	4	-6	0.1	-6	0	-4	2	x
Cn1c(C(=O)O)c(CC(=O)NCC2COc3ccccc3O2)c2ccccc21 (stereo unspecified)	9	2	-10	-9	-1.5	0	-1	-6	-7	-9
COc1ccc(C2C(C(C)=O)=C(C)Nc3ncnn32)cc1 (stereo unspecified)	-10	-2	3	-10	1.6	-6	-1	6	-10	10
CC(C)(C)OC(=O)C[C@@H]1C/C=C\C[C@@H](CC(=O)N(CCO)Cc2ccccc2)C(=O)N[C@H](Cc2c[nH]c3ccccc23)COC1=O	-19	2	17	-6	-0.2	12	-1	-2	-2	19
COc1cc(/C=C/C(=O)OCC(=O)NCCc2ccc(S(N)(=O)=O)cc2)ccc1OCC#N	-10	1	-7	-17	-0.1	2	1	3	-7	10
Cn1cc(CNC(=O)C2CCC(=O)N(Cc3ccccc3F)C2)cn1 (stereo unspecified)	24	1	16	6	0.7	1	0	-4	-4	-24

Molecules from the list above that contain a halogen, in the order listed:
SMILES	SR-BI DiI-HDL act	HTR5A ag	Rtt109 HAT inh	PvdQ inh	CDK5 p35 inh	MITF act	Wnt act	RTF Ca sens act	dFosB act	SR-BI HDL uptake
O=C(NCc1ccco1)c1cc(Cl)nc(Cl)c1	x	-1	-1	16	-1.5	7	-2	-8	3	x
C/C(=N/NC(=O)c1ccc2c(c1)OCO2)c1ccc(Br)s1	0	3	-6	-11	-0.1	60	-4	-1	8	0
O=C(CSCc1ccccc1Cl)NN=C1CCCCCC1	21	2	-5	-8	-0.7	13	-4	7	-4	-21
O=C1CC(N2CCC(c3nc4ccccc4[nH]3)CC2)C(=O)N1c1cccc(F)c1 (stereo unspecified)	12	3	0	2	-0.4	3	-2	4	0	-12
Cn1c(CCNC(=O)c2ccc(Cl)c(Cl)c2)nnc1SCc1ccc(Cl)c(Cl)c1	-37	-2	8	-15	-0.4	-5	x	-5	-3	37
CC(=O)Nc1ncnc2c1c(-c1ccc(Cl)cc1)nn2C(C)(C)C	-24	-6	-2	-4	0.9	-2	-2	0	2	24
COc1ccccc1CNC(=O)N/C=C/c1ccc(Cl)cc1	-42	-1	1	-2	0.6	0	-2	-3	-8	42
Cn1cc(CNC(=O)C2CCC(=O)N(Cc3ccccc3F)C2)cn1 (stereo unspecified)	24	1	16	6	0.7	1	0	-4	-4	-24

Continued.
SMILES	SR-BI DiI-HDL act	HTR5A ag	Rtt109 HAT inh	PvdQ inh	CDK5 p35 inh	MITF act	Wnt act	RTF Ca sens act	dFosB act	SR-BI HDL uptake
Cc1cc(C(=O)Nc2ccc(Nc3ccccc3)cc2)ccc1[N+](=O)[O-]	-69	1	-7	-9	0.0	13	2	-1	-8	69
O=C(CCNS(=O)(=O)/C=C/c1ccccc1)NCCc1c[nH]c2ccccc12	-8	9	-8	-12	0.3	-29	-1	-3	-10	8
CC(O)Cc1nsc(NC(=O)c2ccc(Br)o2)n1 (stereo unspecified)	13	-1	3	-8	-1.5	6	3	-3	5	-13
CCOC(=O)N1CCN(C(=O)COc2ccc3ccccc3c2Br)CC1	19	-1	-8	-11	-6.5	-1	2	0	-15	-19
COCCNS(=O)(=O)c1cc(-c2nn(C)c(=O)c3ccccc23)ccc1C	-17	3	4	-10	0.7	2	-5	0	-3	17
O=C(O)CCC(=O)N1CCN(c2ncccn2)CC1	7	-3	-3	5	-1.2	-2	-1	0	-3	-7
Cn1nc(C(F)(F)F)c(-c2ccc(Br)cc2)c1NC(=O)C1CCC1C(=O)O (stereo unspecified)	14	x	-16	-21	1.4	x	1	x	3	-14
COC(=O)[C@@]12CCCCN1[C@H](c1ccc(-c3ccc(F)cc3)cc1)[C@@H]1C(=O)N(C)C(=O)[C@@H]12	10	3	5	-1	0.5	-2	-1	-4	-2	-10
Cc1ccc(Cl)c(NC(=O)COC(=O)CNS(=O)(=O)/C=C/c2ccccc2)c1Cl	7	-1	-6	8	0.1	-1	x	-2	0	-7
CCC(CNc1cc(OC)cc2cccnc12)NC1CCCCC1 (stereo unspecified)	3	4	3	-18	-1.2	-14	0	7	-8	-3
C/C(=N/NC(=O)c1cc(C2CC2)[nH]n1)c1cccs1	14	10	13	-20	-2.9	-52	-12	0	-1	-14
C=CCc1cccc2cc(C(=O)NCc3cccnc3)c(=O)oc12	-15	-2	-14	-4	2.7	6	-3	-4	-12	15
COc1ccccc1C(OC(=O)c1ccco1)C(=O)NCc1ccc(F)cc1 (stereo unspecified)	x	-2	11	-3	-1.6	-4	-2	-3	-8	x
CC1C(=O)CCN(C(C)(C)C)C1C (stereo unspecified)	22	0	4	5	-1.5	2	x	-1	3	-22
CCOC(=O)C1CCN(C(=O)CSc2ccc(Br)cc2)CC1	3	0	-16	-20	-1.4	-8	-5	-1	0	-3
Cc1ccc2c(c1)N(CCC(=O)NCC1CCCO1)C(=O)CO2 (stereo unspecified)	x	0	-8	5	-0.4	x	-4	-1	0	x
